KCNQ1 block – inhibitors of human KCNQ1 potassium channel | P51787 | CHO-K1 KCNQ1, FluxOR thallium flux fluorescence; hits give high values | B-score at 10 µM | 1.3% of 310,000 active;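 active = compounds whose thallium flux B-score, printed positive for inhibition, exceeds three library SD while starting fluorescence stays within three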;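 also: channel opened by potassium depolarization with thallium stimulus after 20 min compound exposure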
TRPC4 inh – TRPC4 (mouse) channel inhibition. Q9QUQ5. HEK293 TRPC4beta/mu-opioid, DAMGO-evoked Fluo4 calcium flux; hits give low values. B-score at 10 µM. 0.39% of 300,000 active. AID 2247;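 active = B-score over 3 SD under the library average, no early fluorescence shift, positive overall ratio signal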
Target sequence (Q9QUQ5 whole entry, looked up): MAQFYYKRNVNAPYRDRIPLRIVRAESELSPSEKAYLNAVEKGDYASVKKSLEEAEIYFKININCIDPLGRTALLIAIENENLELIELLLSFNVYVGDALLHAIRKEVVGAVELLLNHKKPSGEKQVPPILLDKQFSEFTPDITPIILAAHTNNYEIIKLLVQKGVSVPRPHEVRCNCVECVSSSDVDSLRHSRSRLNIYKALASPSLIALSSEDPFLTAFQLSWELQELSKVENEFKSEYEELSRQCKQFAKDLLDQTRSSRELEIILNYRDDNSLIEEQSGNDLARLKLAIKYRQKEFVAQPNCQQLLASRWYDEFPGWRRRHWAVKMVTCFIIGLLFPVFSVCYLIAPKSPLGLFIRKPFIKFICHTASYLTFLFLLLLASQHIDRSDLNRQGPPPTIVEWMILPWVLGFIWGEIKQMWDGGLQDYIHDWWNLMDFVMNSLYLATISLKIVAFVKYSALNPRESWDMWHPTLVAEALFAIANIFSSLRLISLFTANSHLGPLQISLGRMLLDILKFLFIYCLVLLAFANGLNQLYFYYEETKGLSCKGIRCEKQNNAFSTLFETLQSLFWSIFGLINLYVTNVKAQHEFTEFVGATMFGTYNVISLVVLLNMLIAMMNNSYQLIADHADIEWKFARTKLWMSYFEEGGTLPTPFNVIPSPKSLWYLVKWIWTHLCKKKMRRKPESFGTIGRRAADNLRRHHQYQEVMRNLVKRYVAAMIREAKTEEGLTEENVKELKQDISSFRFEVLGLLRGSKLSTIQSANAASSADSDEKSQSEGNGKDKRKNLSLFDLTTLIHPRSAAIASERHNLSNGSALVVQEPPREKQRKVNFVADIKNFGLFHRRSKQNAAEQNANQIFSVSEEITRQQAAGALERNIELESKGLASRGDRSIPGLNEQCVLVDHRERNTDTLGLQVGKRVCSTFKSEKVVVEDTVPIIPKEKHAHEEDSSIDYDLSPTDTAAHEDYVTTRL
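Assay system: HEK293 cells with stable TRPC4beta plus mu-opioid receptor expression; Probe or stimulus: DAMGO in two steps, submaximal then maximal; Dosing: single-point compound dosing; Measured by: Fluo4 calcium-dye fluorescence, kinetic read; Read-out basis: B score from integrated Fluo4 fluorescence ratio.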
Platelet DG rel – platelet dense granule release activity | human platelet-rich plasma, SFLLRN dense granule ATP release, luminescence | inhibition, %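 (compounds screened at 7.5 µM in platelet-rich plasma)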 | 0.22% of 300,000 active;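 active = mean replicate score, as percent of positive control, at or above 50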
KCNK9 block – blocks the human KCNK9 two-pore domain potassium channel | 1.2% of 310,000 active | HEK293 KCNK9, FluxOR thallium flux fluorescence; hits give low values | B-score at 10 µM;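 active = ratio B-score over 3 SD below the library mean, with starting fluorescence within 5 SD of its mean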;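 also: negative B-score means less thallium flux so channel inhibition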
DYRK1A inh – blocks rat Dyrk1A kinase activity. 0.43% of 310,000 active. ADP-Glo luminescence, NFATc1 peptide. inhibition, % at 12.5 µM. Q63470; in the data active = inhibition above about 50%;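 also: plate controls were vehicle with enzyme for no effect and no enzyme for full effect; many of its hits are not listed in these tables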
hERG rescue – hERG (human) protection from proarrhythmic block; 0.51% of 310,000 active; AID 1511; activation (rescue from dofetilide block), less the hit threshold, % at 10 µM; CHO-hERG, FluxOR thallium flux, dofetilide IC70 present;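 active = activation above the mean of controls blocked by dofetilide plus 5 SD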;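 also: thallium influx through hERG after potassium depolarization seen as dye fluorescence rise; in these data hits start at about 4.7%; inactives centre near -7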
KCNQ1 pot – potentiators or activators of human KCNQ1 potassium channel. P51787. CHO-K1 KCNQ1, thallium flux FluxOR fluorescence; hits give high values. B-score at 10 µM. 0.35% of 310,000 active;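 active = fluorescence ratio B-score, a plate-corrected score, at least three library SD, with initial intensity B-score within 5 SD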
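Assay system: CHO-K1 cells stably expressing KCNQ1; Medium: assay buffer with matched DMSO; Also added: K+/Tl+ depolarizing stimulus; Dosing: single dose; Timing: dye 90 min, compound 20 min, room temperature; Measured by: kinetic FluxOR thallium fluorescence, 10-s 1-Hz baseline, 110-s post-stimulus read; Read-out: peak-minus-minimum fluorescence over initial fluorescence, negative-control normalized, B-scored.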
TRPC4 act – opens the mouse TRPC4 cation channel. Q9QUQ5. HEK293 TRPC4beta/mu-opioid, Fluo4 calcium fluorescence; hits give high values. B-score at 10 µM. 0.49% of 310,000 active;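 active = B-score above 5 SD of library B-scores, and initial fluorescence ratio not above library mean plus 5 SD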;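 also: positive B-score marks a calcium rise read as TRPC4 activation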
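System: HEK293 cells stably co-expressing mouse TRPC4beta and mu-opioid receptor; Schedule: Fluo4 dye loading 45 min at room temperature, 110 s recording; Detection: Fluo4 fluorescence, kinetic; Evaluation: B-scored integrated calcium fluorescence ratio; Controls: buffer (low) and maximal DAMGO (high).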
KCNK3 block – human KCNK3 channel inhibition, primary screen; O14649; CHO-KCNK3 thallium flux, FluxOR fluorescence; hits give low values; B-score at 10 µM; 0.84% of 340,000 active;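 active = B-score under library mean minus 4 SD, starting fluorescence ratio at most library mean plus 5 SD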;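 also: more negative B-score means stronger inhibition of thallium flux through KCNK3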
PolyA inhibitor – blocks polyadenylation in yeast reporter cells; S. cerevisiae SKY197-pL101 polyadenylation reporter, beta-gal luminescence; efflux-impaired pdr1/pdr3 knockout yeast; score 100 = 6 SD above DMSO; calls only at 12 µM; 0.02% of 300,000 active;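 active = lowest replicate activity score at least 50, where 100 means six control SD above control mean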;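 also: yeast exposed to compound for 9 h at 30 °C; higher score means more reporter readthrough which indicates perturbed polyadenylation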
TRPC4 PAM – TRPC4 (mouse) allosteric potentiation | 0.42% of 310,000 active | HEK293 TRPC4beta/mu-opioid, DAMGO EC20, Fluo-4 Ca2+ flux; hits give high values | Q9QUQ5 | B-score at 10 µM;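 active = B-score of calcium response area above 5 SD of library B-scores, with initial fluorescence ratio within 5 SD of library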;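 also: B-score of integrated fluorescence ratio over time as area under calcium response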
Numbers without * were called inactive; i = inactive; nt = not tested or not shown. These rows are one share of the data; the hit share may differ from the screen's.

SMILES | KCNQ1 block | TRPC4 inh | Platelet DG rel | KCNK9 block | DYRK1A inh | hERG rescue | KCNQ1 pot | TRPC4 act | KCNK3 block | PolyA inhibitor | TRPC4 PAM
Cc1ccc(C(=O)Nc2ccc3c(c2)OCO3)cc1S(=O)(=O)N1CCCC1 | i | i | 0 | i | 1 | -4 | i | i | i | i | i
O=C(CSc1nc2ccccc2s1)N1CCN(C(=O)c2ccco2)CC1 | i | i | 3 | i | 10 | -8 | i | i | i | i | i
Cc1cc(C(=O)OCC(=O)Nc2cccc(S(=O)(=O)N3CCOCC3)c2)c(C)o1 | i | i | nt | i | 2 | -3 | i | i | i | i | i
CCCCn1nnnc1NCc1cc(Cl)c(OC)c(OC)c1 | i | i | -7 | i | -3 | -3 | i | i | i | i | i
O=C(Nc1ccccc1F)C1COc2ccccc2O1 (stereo unspecified) | i | i | 2 | i | 1 | -9 | i | i | i | i | i
CN(C)/C=c1\sc2c(C#N)cc(C(=O)c3ccc(Br)cc3)n2c1=O | i | i | -1 | -8.4* | 3 | -7 | i | i | i | i | i
Cn1c(CNc2nc(-c3ccccc3)cs2)nnc1SCC(=O)OC1CCCCC1 | i | i | -2 | i | 2 | -11 | i | i | i | i | i
Cc1ccc(Cn2c(Cc3ccccc3)nc3ccccc32)cc1 | i | -6* | 9 | i | 4 | -8 | i | i | i | i | i
CCOC(=O)CSc1nc(-c2ccccc2)nc2ccccc12 | i | i | -2 | i | -9 | -9 | i | i | i | i | i
CCOC(=O)C1=C(C)Nc2nc(C)nn2C1c1cc(OC)ccc1OC (stereo unspecified) | i | i | -1 | i | 7 | -10 | i | i | i | i | i
CCn1c(SCC(=O)c2ccc3ccccc3c2)nnc1-c1cccs1 | i | i | -2 | i | 1 | -17 | i | i | i | i | i
CC(NC(=O)OCc1ccccc1)c1ccccc1 (stereo unspecified) | i | i | 1 | i | 7 | -8 | i | i | i | i | i
CCC(=O)Nc1ccccc1C(=O)OC(c1ccccc1)c1ccccc1 | i | i | -10 | i | -2 | -12 | i | i | i | i | i
Cc1cc(/C=C(\C#N)C(=O)NCc2ccccc2)cc(C)c1O | i | i | 0 | i | -6 | -3 | i | i | i | i | i
O=C(O)CCCCCn1c(SCc2cc(=O)n3ccccc3n2)nc2ccsc2c1=O | i | i | 29 | i | -2 | -3 | i | i | i | i | i
CCCC(=O)c1cc(F)c(N2CCN(S(=O)(=O)c3ccccc3)CC2)cc1C | i | i | 0 | i | nt | -10 | i | i | i | i | i
O=C(O)C1CCCCC1C(=O)NCCC(c1ccccc1)c1ccccc1 (stereo unspecified) | i | i | 1 | i | -5 | -9 | i | i | i | i | i
Cc1ccc(-c2nc3ccccc3s2)cc1S(=O)(=O)N1CCOCC1 | i | i | 4 | i | 3 | -9 | i | i | i | i | i
Cc1cc2c(cc1C)CSC(c1c(O)ccc3ccccc13)SC2 | i | i | 5 | i | 3 | -10 | i | i | i | i | i
N#CC1=C(N)C(C#N)(C#N)C2(CCC3(CC2)OCCO3)C2CC3(CC=C12)OCCO3 (stereo unspecified) | i | i | -3 | i | -10 | -7 | i | i | i | i | i
Cc1ccc(CN2C(=O)CSc3ccc(C(=O)NC4CC4)cc32)cc1 | i | i | 1 | i | -5 | -6 | i | i | i | i | i
COc1cc(OC)cc(-n2nnnc2SCC(=O)NCCc2ccc(OC)c(OC)c2)c1 | i | i | 12 | i | nt | -11 | i | i | i | i | i
Cc1ccc(C(=O)c2ccc(C)cc2)cc1 | i | i | -37 | i | -3 | 2 | i | i | i | i | i
CN(c1ccc(S(=O)(=O)N2CCOCC2)cn1)C1CCCCC1 | i | i | 2 | i | 3 | -9 | i | i | i | i | i
C=C(C)C1CC=C(C)/C(=N/NC(=O)COc2cccc3ccccc23)C1 (stereo unspecified) | i | i | -1 | i | 0 | -16 | i | i | i | i | i
COc1ccc(-c2c(C)nn3c(N4CCC5(CC4)OCCO5)cc(C)nc23)cc1OC | i | i | -1 | i | -4 | -16 | i | i | i | i | i
O=C(CN(Cc1ccc(Br)cc1)S(=O)(=O)c1ccccc1)NCc1ccccn1 | i | i | -7 | i | 0 | -9 | i | i | i | i | i
COC(=O)C1=C(C)Nc2[nH]c(=S)[nH]c(=O)c2C1c1ccc(OC)cc1 (stereo unspecified) | i | i | 8 | i | 10 | -6 | i | i | i | i | i
COc1ccc(-c2ccnc(SCC(=O)c3ccc(OC)c(OC)c3)n2)cc1 | i | i | 13 | i | 7 | -5 | i | i | i | i | i
COCCNS(=O)(=O)c1cc(F)ccc1OC | i | i | nt | i | -8 | -8 | i | i | i | i | i

Single records (already shown). Order of values: KCNQ1 block, TRPC4 inh, Platelet DG rel, KCNK9 block, DYRK1A inh, hERG rescue, KCNQ1 pot, TRPC4 act, KCNK3 block, PolyA inhibitor, TRPC4 PAM
`C=C(C)C1CC=C(C)/C(=N/NC(=O)COc2cccc3ccccc23)C1` (stereo unspecified) is listed as i, i, -1, i, 0, -16, i, i, i, i, i
`COC(=O)C1=C(C)Nc2[nH]c(=S)[nH]c(=O)c2C1c1ccc(OC)cc1` (stereo unspecified) is listed as i, i, 8, i, 10, -6, i, i, i, i, i
`Cc1ccc(Cn2c(Cc3ccccc3)nc3ccccc32)cc1` is listed as i, -6*, 9, i, 4, -8, i, i, i, i, i
`O=C(O)CCCCCn1c(SCc2cc(=O)n3ccccc3n2)nc2ccsc2c1=O` is listed as i, i, 29, i, -2, -3, i, i, i, i, i

Next section.
SMILES | KCNQ1 block | TRPC4 inh | Platelet DG rel | KCNK9 block | DYRK1A inh | hERG rescue | KCNQ1 pot | TRPC4 act | KCNK3 block | PolyA inhibitor | TRPC4 PAM
CN1CCN(C(=O)c2ccc(COc3cc(Cl)ccc3Cl)o2)CC1 | i | i | -1 | i | -5 | -3 | i | i | i | i | i
O=C(COc1ncnc2ccccc12)NCCc1ccc(F)cc1 | i | i | -5 | i | -6 | -12 | i | i | i | i | i
CCc1cccc(NC(=O)Nc2ccc3c(c2)OCO3)c1 | i | i | 0 | i | 2 | -6 | i | i | i | i | i
Cc1ccc(OCCCC(=O)Nc2nnc(C3CCCO3)s2)c(C)c1 (stereo unspecified) | i | i | 1 | i | 9 | -7 | i | i | i | i | i
Cc1cccc(NC(=O)CC(=O)Nc2cccc(C)c2)c1 | i | i | -2 | i | 3 | -5 | i | i | i | i | i
CCn1c(SCC(=O)Nc2nnc(C)s2)nnc1-c1ccncc1 | i | i | 2 | i | 12 | -3 | i | i | i | i | i
Cc1ccc(S(=O)(=O)N2CCN(S(C)(=O)=O)C2)cc1 | i | i | -3 | i | -5 | -4 | i | i | i | i | i
CCN(CC(=O)Nc1cc(S(=O)(=O)N2CCCCC2)ccc1C)Cc1ccccc1 | i | i | -4 | i | -1 | -7 | i | i | i | i | i
S=C1COC(c2ccccc2)N1c1ccccc1 (stereo unspecified) | i | i | 4 | i | -1 | -1 | i | i | i | i | i
Cc1ccc(/C=C/C(=O)c2nc3ccccc3[nH]2)cc1 | i | i | 8 | i | -5 | -8 | i | i | i | i | i
N#CC1=C2SCN(Cc3ccco3)CN2C(=O)CC1c1ccc(Cl)cc1 (stereo unspecified) | i | i | 1 | i | 2 | -12 | i | i | i | i | i
O=C(COc1ccc2ccccc2c1)NC1=NCCS1 | i | i | 7 | i | 11 | -5 | i | i | i | i | i
COc1ccc(OC)c(S(=O)(=O)N2CCCC(C(=O)NCc3ccccn3)C2)c1 (stereo unspecified) | i | i | -2 | i | 1 | -4 | i | i | i | i | i
CCC(c1nc2ccccc2c(=O)n1-c1nc2ccccc2s1)N1C(=O)c2ccccc2C1=O (stereo unspecified) | i | i | 0 | i | 4 | -2 | i | i | i | i | i
Cc1ccc(CN2CCN(/N=C/c3ccc(C(=O)O)cc3)CC2)cc1 | i | i | 6 | i | 4 | -11 | i | i | i | i | i
CCOc1ccccc1C1C(C(N)=O)=C(C)Nc2nc(-c3ccc(OC)cc3)nn21 (stereo unspecified) | i | i | 1 | i | 0 | -12 | i | i | i | i | i
CCOC(=O)c1cc(-c2csc(-c3ccc(C(C)(C)C)cc3)n2)on1 | i | i | nt | i | nt | -11 | i | i | i | i | i
COc1ccc(-c2cn(-c3ccc(C)cc3C)c(=O)[nH]2)cc1OC | i | i | -2 | i | 0 | -10 | i | i | i | i | i
COC(=O)c1ccccc1NC(=O)CSc1nc2c(c(=O)[nH]1)CCC2 | i | i | 0 | i | 0 | -2 | i | i | i | i | i
O=C(O)c1ccc(C(=O)Nc2cccc(NC(=O)C3CCCO3)c2)cc1 (stereo unspecified) | i | i | -5 | i | 0 | -9 | i | i | i | i | i
O=C(O)CCCC(=O)N1CCOCCOCCOCCOCC1 | i | i | 3 | i | -3 | -1 | i | i | i | i | i
CC(C)(C)NC(=O)NC(=O)COc1ccccc1C#N | i | i | 2 | i | -2 | -11 | i | i | i | i | i
O=C(OCc1ccc(C(=O)c2ccccc2)cc1)c1cccc(-c2nnc(-c3ccccc3)o2)c1 | i | i | 0 | i | 2 | -8 | i | i | i | i | i
O=C(CSc1nc2ccccc2c(=O)[nH]1)N1CCOCC1 | i | i | -2 | i | 25 | -2 | i | i | i | i | i
COc1ccc(-c2nc(-c3ccccn3)no2)cc1 | i | i | 61* | i | 35 | -7 | i | i | i | nt | i
CC(C)C1NC(=S)N(C2CCCCC2)C1=O (stereo unspecified) | i | i | -9 | i | -1 | -4 | i | i | i | i | i
CCN1CCN(C(=S)c2ccc(OCC(=O)N3CCOCC3)cc2)CC1 | i | i | -1 | i | -4 | -10 | i | i | i | i | i
COc1ccc(CCNC(=O)CN(C2CCCCC2)S(C)(=O)=O)cc1OC | i | i | 8 | i | -4 | -3 | i | i | i | i | i
Cc1ccc2ccc(C3C(=O)c4ccccc4C3=O)nc2c1 | i | i | -1 | i | nt | -5 | i | i | i | i | i
CN(C)S(=O)(=O)c1ccc(C(=O)NCC[N+]2(C)CCCCCC2)o1 | i | i | 0 | i | nt | -3 | i | i | i | i | i
O=C(CSc1nc2ccccc2o1)NCC1CCCO1 (stereo unspecified) | i | i | 2 | i | -2 | -14 | i | i | i | i | i
Cc1ccc(S(=O)(=O)N(C)CC(=O)O/N=C(\N)c2cccc(Br)c2)cc1 | i | i | -18 | i | -3 | -6 | i | i | i | i | i
COc1cccc(OC)c1C(=O)Nc1cccc(-n2cnnn2)c1 | i | i | -6 | i | 8 | -9 | i | i | i | i | i
